Screening results from PubChem.
FBW7 activator: FBW7 E3 ligase activators, primary screen, biochemical, AlphaScreen, human. normalized activity (activation), % at 26.1 µM. AID 1259310, 2017. 650,000 tested, 0.13% active. AlphaScreen FBW7–phospho-cyclin E peptide binding, activator screen; in the data active = normalized activity above about 1.9%;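 also: purified mutant Fbw7 with reduced substrate affinity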
MITF inh: MITF inhibitors, primary screen, biochemical, AlphaScreen, human | Microphthalmia-associated transcription factor (Homo sapiens), O75030 | AlphaScreen MITF homodimerization, bead proximity signal | inhibition, % at 2.6 µM | 650,000 tested, 0.91% active; in the data active = inhibition above about 50%;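 also: 0% = vehicle wells with protein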
Target sequence (O75030 whole entry, looked up): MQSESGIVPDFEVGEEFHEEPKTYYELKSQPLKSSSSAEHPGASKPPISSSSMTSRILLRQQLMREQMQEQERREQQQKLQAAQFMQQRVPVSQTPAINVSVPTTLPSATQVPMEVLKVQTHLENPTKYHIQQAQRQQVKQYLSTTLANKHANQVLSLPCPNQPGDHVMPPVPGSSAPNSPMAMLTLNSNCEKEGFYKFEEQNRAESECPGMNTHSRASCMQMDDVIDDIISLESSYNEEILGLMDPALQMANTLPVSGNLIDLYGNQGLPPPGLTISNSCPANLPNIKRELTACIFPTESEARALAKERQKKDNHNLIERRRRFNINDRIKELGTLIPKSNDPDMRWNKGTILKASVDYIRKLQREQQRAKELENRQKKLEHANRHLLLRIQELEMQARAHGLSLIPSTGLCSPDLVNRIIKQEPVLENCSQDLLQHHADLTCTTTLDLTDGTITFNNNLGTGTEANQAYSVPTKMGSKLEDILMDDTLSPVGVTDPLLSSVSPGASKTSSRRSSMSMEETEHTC
TEAD-YAP inh: TEAD-YAP interaction inhibition, primary screen, TEAD-YAP interaction inhibitor project, luminescence, HEK-TIYL cells. TEAD-Gal4/YAP UAS-luciferase luminescence. inhibition, % at 9.12 µM. 640,000 tested, 1.4% active; in the data active = inhibition above about 32%;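 also: 0% = median of test compound wells and 100% = reference inhibitor wells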
GPR151 activ: activators of human GPR151, primary screen, cell-based, PathHunter beta-arrestin, luminescence; AID 1508602, 2020; PathHunter beta-arrestin GPR151 cells; G-protein coupled receptor 151 (Homo sapiens), Q8TDV0; 650,000 tested, 1% active; activation, % at 11.2 µM; in the data active = activation above about 4.9%;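 also: 0% = median of compound wells and 100% = cells with positive control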
Target sequence (Q8TDV0 whole entry, looked up): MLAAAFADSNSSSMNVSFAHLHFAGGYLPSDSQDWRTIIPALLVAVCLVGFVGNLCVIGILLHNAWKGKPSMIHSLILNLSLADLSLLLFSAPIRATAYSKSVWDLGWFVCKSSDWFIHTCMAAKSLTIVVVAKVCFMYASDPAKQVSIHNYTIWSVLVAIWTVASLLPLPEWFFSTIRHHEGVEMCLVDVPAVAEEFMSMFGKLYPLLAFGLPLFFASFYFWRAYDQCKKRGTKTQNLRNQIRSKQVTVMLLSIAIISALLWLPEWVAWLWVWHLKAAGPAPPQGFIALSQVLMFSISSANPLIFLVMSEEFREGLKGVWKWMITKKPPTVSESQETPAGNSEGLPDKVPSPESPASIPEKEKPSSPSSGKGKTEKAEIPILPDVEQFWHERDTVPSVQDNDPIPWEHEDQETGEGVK
The depositor's hits bear a star; · = not tested or not shown.

Sample of the layout:
SMILES	FBW7 activator	MITF inh	TEAD-YAP inh	GPR151 activ
O=C(NCc1nc2ccccc2[nH]1)c1csc(N2CCN(Cc3ccc4c(c3)OCO4)CC2)n1	0.0	15	8	-0.7
N=C1/C(=C\c2coc3ccccc3c2=O)C(=O)N=C2SC(c3cccnc3)=NN12	0.5	6	14	-0.2
CCOC(=O)C1=C(C)NC(=S)N(C=O)C1c1ccccc1 (stereo unspecified)	0.7	25	4	-0.8
Cn1c(C(=O)OC(C(=O)NC(C)(C)C)c2ccncc2)cc2sccc21 (stereo unspecified)	-0.1	4	-1	-0.3

Results, repeating the preview:
SMILES	FBW7 activator	MITF inh	TEAD-YAP inh	GPR151 activ
O=C(NCc1nc2ccccc2[nH]1)c1csc(N2CCN(Cc3ccc4c(c3)OCO4)CC2)n1	0.0	15	8	-0.7
N=C1/C(=C\c2coc3ccccc3c2=O)C(=O)N=C2SC(c3cccnc3)=NN12	0.5	6	14	-0.2
CCOC(=O)C1=C(C)NC(=S)N(C=O)C1c1ccccc1 (stereo unspecified)	0.7	25	4	-0.8
Cn1c(C(=O)OC(C(=O)NC(C)(C)C)c2ccncc2)cc2sccc21 (stereo unspecified)	-0.1	4	-1	-0.3
Cn1cc(/C=N/NC(=O)c2ccccc2O)c2ccccc21	0.1	0	-39	-2.0
O=C(Nc1c2c(nn1-c1ccc(F)cc1)CS(=O)(=O)C2)c1ccccc1F	-0.1	-1	-6	0.6
CC(=O)NC(CCS(C)(=O)=O)C(=O)Nc1ccc(Br)cc1 (stereo unspecified)	-0.1	-12	-6	1.3
CC(Cc1ccco1)NC(=O)CCSc1ccccc1 (stereo unspecified)	-0.3	-5	-52	-0.7
CCN1CC=C2C(C#N)=C(N)C(C#N)(C#N)C(c3cccs3)C2C1 (stereo unspecified)	-0.1	3	-3	-0.2
COc1cc(C=C2C(=O)NC(=O)NC2=O)ccc1OCC(N)=O	-0.9	15	4	1.6
C=CCN1C(=O)/C(=C\c2ccc3c(c2)OCO3)C(C(=O)OC)=C1C	0.3	23	2	-1.5
O=C(COc1ccccc1Cl)NNC(=O)C12CC3CC(CC(C3)C1)C2	-0.1	1	-4	-0.1
Cc1nc2cc(C(=O)NCc3cccnc3)ccc2n1-c1ccc(Br)cc1	0.1	12	-8	0.5
COc1ccccc1N1C(=O)c2ccccc2NC1c1cc(Cl)cc2c1OCOC2 (stereo unspecified)	0.5	20	-13	3.7
CCCCc1noc(-c2c(-c3ccccc3Cl)noc2C)n1	0.0	-13	0	-0.2
COc1ccc(CNC(=O)c2ccc(C#N)cc2F)cc1	-0.3	-5	1	1.2
COc1ccc2[nH]cc(CCNC(=O)Nc3cccc(F)c3)c2c1	-0.1	3	14	0.1
COc1ccc(OCC(=O)N2c3ccccc3Sc3ccc(Cl)cc32)cc1	-0.1	0	-6	1.1
O=C(CC(NCc1ccccc1)C(=O)O)c1ccc(C2CCCCC2)cc1 (stereo unspecified)	-0.1	-3	10	-1.2
O=C(NNC(=O)c1ccc(OC2CCCC2)cc1)NC12CC3CC(CC(C3)C1)C2	0.1	16	2	3.3
CCS(=O)(=O)N1CCCc2cc(NS(=O)(=O)c3ccccc3Br)ccc21	-0.1	-1	-11	-0.1
CCOC(=O)CNc1ncnc2c1nnn2Cc1ccccc1	-0.2	-12	2	0.2
Cc1nc(S(=O)(=O)NCc2ccc(-c3cccs3)cc2)cn1C	0.1	-3	-1	0.7
Cc1ccc(C(=O)O)cc1NC(=S)NC(=O)c1ccccc1	-0.2	-9	1	0.3
CCCC(=Nc1ccccc1O)C1=C(O)CC(C)(C)CC1=O	0.2	-1	-5	0.2

Among those listed so far, these have a Cl atom:
SMILES	FBW7 activator	MITF inh	TEAD-YAP inh	GPR151 activ
O=C(COc1ccccc1Cl)NNC(=O)C12CC3CC(CC(C3)C1)C2	-0.1	1	-4	-0.1
COc1ccccc1N1C(=O)c2ccccc2NC1c1cc(Cl)cc2c1OCOC2 (stereo unspecified)	0.5	20	-13	3.7
CCCCc1noc(-c2c(-c3ccccc3Cl)noc2C)n1	0.0	-13	0	-0.2
COc1ccc(OCC(=O)N2c3ccccc3Sc3ccc(Cl)cc32)cc1	-0.1	0	-6	1.1

Back to the main list, starting 2 compounds before the break.
SMILES	FBW7 activator	MITF inh	TEAD-YAP inh	GPR151 activ
Cc1ccc(C(=O)O)cc1NC(=S)NC(=O)c1ccccc1	-0.2	-9	1	0.3
CCCC(=Nc1ccccc1O)C1=C(O)CC(C)(C)CC1=O	0.2	-1	-5	0.2
COc1cc(/C=N/n2c(=O)c(C(C)(C)C)nn3cnnc23)ccc1O	0.1	-1	0	0.3
CCCN(C(=O)c1cccc([N+](=O)[O-])c1)c1nnc(-c2cccnc2)s1	0.0	7	-3	0.2
COc1ccc(S(=O)(=O)NCCC(=O)N2CCOCC2)cc1	0.5	13	3	-0.1
O/N=C\c1ccc(OCc2ccccc2F)cc1	-0.1	-3	16	-5.7
O=C1/C(=C/c2coc3ccccc3c2=O)NC(=S)N1CN1CCCCC1	0.1	-4	-5	0.2
COc1ccc(S(=O)(=O)Nc2ccc(C(C)=O)cc2)cc1	-0.1	-4	-7	1.4
CC(C)c1ccc(/C=C/C(=O)N2CCOCC2)cc1	0.0	-3	-45	-0.3
Cc1ccc(C(=O)C2=C(O)C(=O)N(CCN3CCOCC3)C2c2ccccn2)o1 (stereo unspecified)	-0.1	27	5	7.9*
Cc1cccnc1CCNC(=O)CCc1nnc(CCc2ccccc2)o1	0.0	4	3	0.5
O=C(COc1ccc(Cl)cc1)NC1CC2CCC1C2 (stereo unspecified)	0.0	-19	-7	0.2
C=CCNc1cc(=O)n(C)c(=O)n1Cc1ccc(F)cc1F	0.1	7	-5	-0.7
CCOC(=O)c1cnc(SCC(=O)Nc2cccc(Cl)c2)nc1N	-0.2	-1	10	-0.1
CCN(C(=O)c1cccc([N+](=O)[O-])c1C)C1CCCCC1	-0.2	-3	-12	0.3
COc1ccccc1CNC(=O)CNC(=S)N(Cc1cccs1)C1CCCCC1	-0.3	0	5	-0.8
Nc1ncn(-c2ccc(Cl)cc2)c1C(=O)c1ccc([N+](=O)[O-])cc1	0.2	6	1	0.4
N#Cc1ccc(C(=O)Nc2cccc(Cl)c2N2CCCC2)c(F)c1	-0.1	5	-8	-1.1
CCOc1ccc(N2C(=O)NC(=O)/C(=C/c3ccc(OC)c(OC)c3OC)C2=O)cc1	-0.2	5	-15	-0.2
O=C(Nc1ccc([N+](=O)[O-])cc1)c1cccc2c1C(=O)c1ccccc1-2	0.0	0	7	1.0
CCOc1cccc2cc(-c3csc(Nc4cc(OC)ccc4OC)n3)c(=O)oc12	0.0	-10	0	0.8
O=S(=O)(c1ccc(Br)c2ccccc12)N1CCOCC1	1.5	26	1	0.3
Cc1ccc(C(C)C)c(OCC(=O)Nc2cccc(NC(=O)c3ccco3)c2)c1	-0.2	-7	11	2.5
CC1(c2ccc3c(c2)OCCO3)NC(=O)N(CC(=O)NCC2CCCCC2)C1=O (stereo unspecified)	0.0	-6	-4	1.8
CCC(C)NC(=O)c1sc2ncnc(N3CCOCC3)c2c1C (stereo unspecified)	0.0	16	0	0.5
CCOC(=O)C1=C(N)OC2=C(C(=O)CC(C)(C)C2)C1c1ccc(OC)cc1 (stereo unspecified)	0.0	12	7	0.2
CC[C@@H](C)CN1C(=O)N[C@@H](CCc2ccccc2)C(C(C)=O)=C1C	0.1	-17	·	0.7
Going on with the list.
SMILES	FBW7 activator	MITF inh	TEAD-YAP inh	GPR151 activ
Cc1c(NC(=O)c2cccc(F)c2)cccc1-c1nc2cccnc2s1	0.0	3	-4	0.8
O=C(NN1C(=O)C2C3C=CC(C4CC34)C2C1=O)c1cccnc1 (stereo unspecified)	0.2	0	-6	0.2
CC(C)(C)NC(=O)c1cc(-c2cc(C(=O)NC(C)(C)C)c3ccccc3n2)nc2ccccc12	0.1	11	10	1.1
C=CCOc1ccccc1CN1CCN(Cc2cccs2)C(CCO)C1 (stereo unspecified)	0.0	12	-6	0.2
COCCN(Cc1c(C(=O)N2CCCCCCC2)nc2sccn12)C(C)C	0.1	-18	-19	-1.6
Cc1ncsc1CCOC(=O)CC12CC3CC(CC(C3)C1)C2	1.4	21	14	-0.5
Cc1ccc2[nH]c(=O)c(=O)[nH]c2c1	0.5	82*	11	2.1
Cn1nccc1C(=O)NCc1nc(NCCCc2ccccc2)c2ccccc2n1	0.1	-4	26	-0.2
CCC(=O)NC(c1nnc2n1CCN(C(=O)/C=C/c1ccncc1)CC2)C(C)C (stereo unspecified)	0.2	-13	2	0.7
CC(=O)N(c1ccccc1)C1CC(C)N(C(=O)c2ccc([N+](=O)[O-])cc2)c2ccccc21 (stereo unspecified)	0.4	14	-9	-2.4
CCOc1cccc(C(=O)Nc2cccc(-c3nc4cc(C)c(C)cc4o3)c2)c1	0.0	6	1	1.9
O=C1NC(c2cccc([N+](=O)[O-])c2)/C(=C(\O)c2ccc(Br)cc2)C1=O (stereo unspecified)	-0.1	3	13	-1.5
NC(=O)c1oc2ccccc2c1NC(=O)CN1C(=O)CCC1=O	0.1	1	3	3.4
CC(=O)Nc1ccc(N2C(=O)/C(=C/c3ccc([N+](=O)[O-])cc3)C=C2c2ccccc2)cc1	0.0	-2	10	0.7
CCCS(=O)(=O)c1ncc(Cl)c(C(=O)Nc2ccccc2C)n1	0.1	-3	2	0.6
CCNc1nc(OC)nc(N2CCC(Cc3ccccc3)CC2)n1	-0.1	1	-2	0.8
Cc1ccc(NC(=O)C2(N(Cc3ccco3)C(=O)Cc3nc(N)n[nH]3)CCCCC2)cc1	-0.6	38	6	-0.3
CC(C(=O)NCc1cccc(Cl)c1)n1sc2ccccc2c1=O (stereo unspecified)	0.0	2	0	0.5
O=C(CSc1ncccn1)Nc1nc(-c2ccccc2)c(-c2ccccc2)o1	-0.1	-10	8	-0.1
CC(=O)Nc1ccc2nc(-c3ccccn3)[nH]c2c1	-0.5	22	-57	-0.8
Brc1ccc(OCCn2cc(/C=N/n3cnnc3)c3ccccc32)cc1	0.0	-3	-5	2.2
O=C(c1nn2c(c1Br)NC(c1cccs1)CC2C(F)(F)F)N1CCOCC1 (stereo unspecified)	0.1	1	2	-0.1
COc1ccc2c(CNC3CCCCCC3)c(C(=O)O)n(Cc3ccccc3F)c2c1	-0.1	-5	4	0.3
Cc1ccc(NC(=O)c2cc3nc(-c4ccccc4)cc(-c4ccccc4)n3n2)cc1C	0.3	-6	-4	-0.4
Cc1ccccc1OCC(=O)N/N=C/c1ccc(Br)cc1	1.3	16	10	-0.6
The list continues:
SMILES	FBW7 activator	MITF inh	TEAD-YAP inh	GPR151 activ
COc1cc(C2NC(=O)NC(C)=C2C(=O)Nc2ccccc2)ccc1O (stereo unspecified)	-0.2	2	-5	-0.1
COc1ccc(OCC(=O)Nc2cc([N+](=O)[O-])ccc2O)cc1	-0.2	-1	90*	-7.0
CCn1c(C2COc3ccccc3O2)nc2cc(-c3ccncc3)ccc21 (stereo unspecified)	0.0	-1	-9	-0.1
O=C1OC(c2ccc(Cl)cc2)=N/C1=C\c1ccc(OCc2ccc(Br)cc2)cc1	0.3	6	4	1.0
O=C(CN1CCc2ccccc2C1)c1cccs1	0.1	30	-16	-1.7
COc1ccc(C2C3=C(Nc4ncnn42)c2ccccc2CC3)cc1OC (stereo unspecified)	-0.3	0	12	0.2
CCOC(=O)c1ccccc1Nc1nc2cc(OC)ccc2cc1C#N	-0.1	-6	-11	0.2
COc1ccccc1/C=N/NC(=O)c1[nH]ncc1I	-0.2	-5	-48	-5.2
O=C(COC(=O)c1cccc(C(=O)OCC(=O)c2ccc(Br)cc2)c1)c1ccc(Br)cc1	-0.1	4	-5	-0.6
COc1ccc(N2C(=O)CC(N3CCN(C(c4ccccc4)c4ccccc4)CC3)C2=O)cc1 (stereo unspecified)	0.7	12	1	0.5
CCOc1ccc(N2C(=O)CN=C2Nc2cccc(C)c2)cc1	1.1	8	-11	-0.6
COc1ccc(/C=C\C(=O)Nc2cc(=O)n(C)c(=O)n2C)cc1OC	0.0	-11	-1	0.8
Cc1nn(C)c(C)c1-c1nc2c(NCCc3ccc(O)cc3)ncnc2n1C(C)C	0.2	15	-15	1.6
CCCCOc1ccc(C2C(C#N)=C(N)SC(N)=C2C#N)cc1	-0.3	4	-2	-0.6
CCC(C)NC(=O)CN1C(=O)c2ccccc2C1=O (stereo unspecified)	-0.1	-3	-2	0.0
CCN(N)c1nc(C)c([N+](=O)[O-])c(Nc2ccc(OC)cc2)n1	0.5	-7	10	1.0
CC1CCN(C(=S)SCC(=O)n2c3c(c4ccccc42)CCCC3)CC1	-0.2	-1	6	2.9
Cc1cc(=O)oc2c3c(ccc12)OCN(Cc1ccco1)C3	0.0	4	12	-0.4
NC(=O)c1noc(C(=O)c2ccccc2)c1N	0.0	-5	-9	0.9
CCOC(=O)CSc1nc2ccsc2c(=O)n1CCc1ccc(OC)c(OC)c1	0.5	17	12	-0.4
CCCCOC(=O)c1ccc(NC(=O)C(Cl)(Cl)Cl)cc1	0.0	-12	-31	0.5
Cc1ccc(C(=O)Nc2ccc3oc(=O)ccc3c2)c(Cl)c1	0.0	4	-29	1.3
COc1cc(/C=N/N2C(=O)C3C4C=CC(C4)C3C2=O)cc(Cl)c1OCC(=O)O (stereo unspecified)	0.1	12	1	0.4
